M4 antag: blocks acetylcholine activation of human M4 receptor. inhibition, % at 3 µM. AID 624125. CHO-hM4 cells, ACh EC80, Fluo-8 calcium fluorescence. P08173. actives 0.73% (n = 360,000);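 active = inhibition above its plate's cutoff, the mean inhibition of sample wells plus 3 SD, cut at about 27% in these data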;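 also: 0% = acetylcholine EC80 with DMSO and 100% = DMSO without agonist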
Target sequence (P08173 whole entry, looked up): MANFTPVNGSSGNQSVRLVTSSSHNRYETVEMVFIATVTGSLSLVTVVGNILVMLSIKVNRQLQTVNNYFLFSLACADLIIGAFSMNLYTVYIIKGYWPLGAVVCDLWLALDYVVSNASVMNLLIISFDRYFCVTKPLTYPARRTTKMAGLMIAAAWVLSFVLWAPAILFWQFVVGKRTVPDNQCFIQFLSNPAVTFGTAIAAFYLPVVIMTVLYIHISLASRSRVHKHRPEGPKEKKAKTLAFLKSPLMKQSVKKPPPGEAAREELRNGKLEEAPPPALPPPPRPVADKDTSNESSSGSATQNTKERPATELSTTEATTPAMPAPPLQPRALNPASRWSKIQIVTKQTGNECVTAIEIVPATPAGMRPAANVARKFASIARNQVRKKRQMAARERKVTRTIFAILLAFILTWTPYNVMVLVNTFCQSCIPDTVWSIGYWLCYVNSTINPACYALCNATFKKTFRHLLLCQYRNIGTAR
CHRM4 PAM: CHRM4 positive allosteric modulation; CHO-K1 hM4/Gqi5, Fluo-8 calcium fluorescence, ACh EC20; 0% = ACh EC20, 100% = maximal ACh; P08173; AID 624126; activation, % at 3 µM; actives 0.4% (n = 360,000);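 active = activation above its plate's cutoff, the mean activation of sample wells plus 3 SD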; also: some results filed as inactive read as strong as hits
CHRM4 agonist: agonists of human muscarinic M4 receptor (CHRM4); actives 0.14% (n = 360,000); activation, % at 3 µM; CHO-K1 hM4/Gqi5, Fluo-8 calcium fluorescence; vehicle 0%, full acetylcholine response 100%; AID 624127; P08173;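 active = activation above the run mean over all test wells plus 3 SD, cut at about 32% in these data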;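 also: peak over basal fluorescence ratio per well then scaled between controls; 0% = DMSO wells and 100% = acetylcholine at EC100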
CHRM5 antagonist: CHRM5 antagonism in calcium assay. AID 624040. CHO-hM5 cells, Fluo-8 calcium fluorescence, ACh EC80. P08912. inhibition, % at 3 µM. actives 0.59% (n = 360,000);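 active = inhibition above a per-plate cutoff, the mean of that plate's test compounds plus 3 SD, cut at about 27% in these data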;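 also: 0% = acetylcholine EC80 with DMSO and 100% = DMSO without agonist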
Target sequence (P08912 whole entry, looked up): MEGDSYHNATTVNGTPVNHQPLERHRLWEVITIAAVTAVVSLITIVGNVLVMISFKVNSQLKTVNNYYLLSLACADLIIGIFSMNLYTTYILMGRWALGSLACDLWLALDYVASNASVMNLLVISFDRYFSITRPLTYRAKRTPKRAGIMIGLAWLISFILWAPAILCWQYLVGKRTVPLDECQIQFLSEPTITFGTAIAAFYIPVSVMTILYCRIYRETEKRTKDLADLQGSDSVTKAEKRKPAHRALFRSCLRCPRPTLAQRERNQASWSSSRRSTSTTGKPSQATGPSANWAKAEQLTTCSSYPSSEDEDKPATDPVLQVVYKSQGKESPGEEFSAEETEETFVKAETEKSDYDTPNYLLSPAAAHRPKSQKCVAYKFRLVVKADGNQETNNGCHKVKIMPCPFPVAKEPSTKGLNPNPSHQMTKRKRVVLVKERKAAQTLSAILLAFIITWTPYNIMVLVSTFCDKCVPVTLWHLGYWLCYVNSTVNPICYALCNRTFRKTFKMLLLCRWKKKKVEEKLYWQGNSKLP
M5 ag: CHRM5 agonism in calcium assay; AID 624037; activation, % at 3 µM; actives 0.19% (n = 360,000); P08912; CHO-K1 hM5 cells, Fluo-8 calcium fluorescence; 0% DMSO wells, 100% maximal acetylcholine response;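 active = activation above the run's mean over test compounds plus 3 SD, cut at about 23% in these data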;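 also: signal is peak over basal fluorescence ratio across the kinetic read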
CRFR2-BP ag: agonists of human CRF-binding protein/CRF-R2 receptor complex | HEK293 CRF-R2/CRF-BP, calcium dye fluorescence (FLIPR); percent of saturating CRF peptide response | AID 588473 | actives 0.46% (n = 350,000) | activation, % at 13.2 µM;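 active = activation of at least 50%, plus an integration ratio under a set limit after plate pattern correction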;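 also: plate controls were neutral control wells without compound for no effect and CRF at EC100 for full effect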
CHRM1 PAM: human CHRM1 positive allosteric modulation; P11229; CHO-K1 hM1, Fluo-8 calcium fluorescence, ACh EC20; 0% = ACh EC20, 100% = maximal ACh; activation, % at 3 µM; actives 0.088% (n = 360,000); in the data active = activation above about 19%, passing the limit was not always enough
CRFR2-BP antag: antagonists of CRF-binding protein/CRF-R2 receptor complex; HEK293 CRF-R2/CRF-BP, CRF-induced calcium fluorescence; inhibition, % at 11.8 µM; actives 0.59% (n = 350,000); AID 588475;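 active = inhibition of the ligand-induced calcium signal above about 50% at the single tested concentration, limit read from the data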
CHRM5 PAM: positive allosteric modulators of human muscarinic M5 receptor; P08912; CHO-K1 hM5, Fluo-8 calcium, ACh EC20 PAM; 0% = ACh EC20, 100% = ACh EC100; activation, % at 3 µM; actives 0.3% (n = 360,000);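 active = activation above the run cutoff, the mean activation of all test compounds plus 3 SD, cut at about 18% in these data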
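Replicates: One well per compound, no replicates | System: Human M5 receptor in CHO-K1 cells | Benchmarks: Low control EC20 acetylcholine (0%), high control EC100 acetylcholine (100%) | Probe or stimulus: Acetylcholine, EC20 level | Times: Fluo-8 loading 80 min at 37 °C plus 30 min room temperature | Signal: Intracellular calcium via Fluo-8 fluorescence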
Numbers without * were called inactive; . = no result given.

SMILES	M4 antag	CHRM4 PAM	CHRM4 agonist	CHRM5 antagonist	M5 ag	CRFR2-BP ag	CHRM1 PAM	CRFR2-BP antag	CHRM5 PAM
COCCOC(=O)C1=C(C)NC2=C(C(=O)CCC2)C1c1ccc2c(c1)OCO2 (stereo not drawn)	0	2	1	2	3	-1.0	1	-9	1
CC1CCCCN1CCCNC(=O)c1ccc(NC(=O)C2=CSCCO2)cc1 (stereo not drawn)	-12	10	1	-13	-5	0.6	7	-3	4
CC(NC(=O)c1ccc(Br)cc1)c1ccccc1 (stereo not drawn)	3	-1	2	12	-4	-0.1	1	43	3
O=C(NCc1cccnc1)c1cc(C2CCCCN2C(=O)OCc2ccccc2)on1 (stereo not drawn)	1	-4	5	0	-1	.	-6	.	-3
Cc1ccc(C(=O)Nc2ccc(C(=O)N/N=C/c3cccnc3)cc2)cc1	0	-3	7	8	-2	0.8	7	-3	-1
Cc1ccccc1Nc1c(F)c(F)c(F)c(F)c1C(=O)O	2	-1	0	6	-1	0.1	-3	-10	-6
Cc1c(NC(=O)CSc2nc3ccccc3[nH]2)c(=O)n(-c2ccccc2)n1C	-4	-3	1	7	0	1.1	4	-5	-6
COCCN(CCOC)Cc1cc(=O)oc2cc(C)cc(C)c12	-14	6	0	1	3	.	8	.	3
CCN(C(=O)CN1C(=O)/C(=C/c2ccccc2F)SC1=S)C1CCS(=O)(=O)C1 (stereo not drawn)	-7	1	0	15	-3	2.1	-2	-18	-7
O=C(COC(=O)c1cc(-c2cccc(Br)c2)nc2ccccc12)NCC1CCCO1 (stereo not drawn)	-8	-4	2	7	-3	-5.3	8	-52	-1
COC(=O)c1ccccc1C(=O)N1CCCC(C(=O)c2cc(F)ccc2F)C1 (stereo not drawn)	-4	4	4	4	1	-0.4	9	3	1
Cc1ccc(S(=O)(=O)N/N=C2/CCCCC2C2CCCCC2)cc1[N+](=O)[O-] (stereo not drawn)	0	3	1	1	0	-0.5	7	1	-1
CCc1nnc(SCC(=O)Nc2ccc(N3CCOCC3)cc2)n1C	5	3	2	-4	-4	3.2	6	2	7
CN(CC(=O)NCCc1ccc(S(N)(=O)=O)cc1)CC(=O)Nc1ccc(Cl)c(C(F)(F)F)c1	-11	23*	-1	1	-2	-0.3	14	-27	9
Cc1ccc2c(c1)N(CC(=O)NCc1ccco1)C(=O)CO2	-8	3	0	5	2	-0.9	12	1	2
c1ccc2oc(-c3nn4c(Cn5cnc6ccccc65)nnc4s3)cc2c1	-9	19	1	5	-8	-0.5	8	0	1
O=C(N/N=C/c1coc2ccccc2c1=O)c1cn(-c2ccccc2)nc1-c1ccc(F)cc1	-2	8	2	2	2	5.8	-5	-21	7
CC(C)(O)C(=O)NN(Cc1ccccc1)c1ccccc1	-4	2	1	1	-1	-0.4	0	-3	-5
COc1cc(C2C(C#N)=C(N)N(Nc3ccccc3)C3=C2C(=O)CC(C)(C)C3)ccc1OCc1cccc(F)c1 (stereo not drawn)	-14	9	0	6	-1	0.8	-3	-4	-8
CC(C)[C@@H]1CC[C@@H](C)c2c(-c3ccccc3)n[nH]c21	-2	-5	-1	-3	1	1.7	8	-4	1
Cc1cccc(NC(=O)c2oc3ccc(S(=O)(=O)N4CCOCC4)cc3c2C)c1C	29*	-20	18	11	1	2.1	-12	-82	-19
O=C(CN1C(=O)c2ccccc2S1(=O)=O)Nc1ncc(Cl)cc1Cl	2	-1	1	6	1	8.4	-1	3	6
O=C(NCC1CCCO1)Nc1ccc(Cl)cc1 (stereo not drawn)	0	10	1	0	-2	-1.9	8	-23	-1
CC(C)C(c1nnnn1Cc1ccccc1)N1CCN(Cc2ccc3c(c2)OCO3)CC1 (stereo not drawn)	0	5	1	2	-5	-2.2	9	-4	4
Cc1cc(C)nc(SCC(=O)Nc2nonc2N)n1	-3	0	0	1	-1	0.8	8	5	7
CCOC(=O)C1CCN(Cc2cn(C)nc2-c2ccc(Oc3ccccc3)cc2)CC1	10	-2	2	10	-5	-1.0	10	-5	5
C/C(Cl)=C\CSc1nnc2n(N)c(=O)c3ccccc3n12	-6	5	0	7	-7	-0.8	2	6	0
CCc1c(C)nc2ncnn2c1NCCc1ccc(OC)c(OC)c1	-2	-2	3	13	1	1.9	-7	-3	-6
CCCNC(=O)c1ccc2c(=O)c(O)c(C)[nH]c2c1	6	-4	1	0	3	7.2	8	-4	8
CC1CCCC(C)N1C(=O)COC(=O)c1nn(C)c(=O)c2ccccc12 (stereo not drawn)	10	-5	4	1	-4	0.6	6	1	-2
Cc1nn(C)c(Cl)c1CN1CCCC(C(=O)Nc2cccc(-n3cccn3)c2)C1 (stereo not drawn)	2	-5	8	-5	-3	1.5	-5	-10	0
CC(=O)NC(CCS(C)(=O)=O)C(=O)Nc1cccc(C(C)=O)c1 (stereo not drawn)	2	2	1	3	0	-1.3	-4	-16	-4
COc1ccc(CNS(=O)(=O)c2ccc(-n3cnnn3)c(C)c2)cc1	2	0	5	4	1	-0.4	9	13	-3
CC(NC(=O)c1cc(-c2ccc3c(c2)OCO3)nc2ccccc12)C(C)(C)C (stereo not drawn)	-3	28	0	4	1	-0.1	4	7	-8
COc1cc(OC)c(NC(=O)c2ccccc2F)cc1Cl	-7	3	1	-7	-3	1.5	6	3	2
COc1cccc(NC(=O)CCc2nnc3ccc(N4CCC(C)CC4)nn23)c1	1	2	1	16	-6	-1.5	4	2	-5
O=C(COC(=O)c1c(Cl)ccc(Cl)c1Cl)NCC1CCCO1 (stereo not drawn)	6	5	2	-12	-1	-0.4	-1	-3	2
Cc1ccccc1Oc1ccc2c(c1)[C@@H]1C[C@H](N(C)C(=S)Nc3ccc(F)cc3)[C@H]([C@H](C)O)C(=O)N1CC2	-13	0	2	-3	2	2.9	8	-18	4
O=C(CC1C(=O)NC2CCCCC2N1C(=O)c1ccc(F)cc1)Nc1ccccc1 (stereo not drawn)	-21	7	13	-2	2	-4.2	1	13	-5
COC(=O)Nc1ccc(S(=O)(=O)N2CCCCCC2)cc1	19	-13	1	3	0	-2.5	0	-8	-4
O=C1NC[C@@H](CCCCN2C[C@H](Cc3ccc(O)cc3)N(CC3CCCCC3)C(=O)C2=O)N(CCC2CCCCC2)C1=O	-5	8	71*	3	37*	.	.	.	-6
O=C(O)C1C2C=CC(C2)C1C(=O)N1CCOCC1 (stereo not drawn)	3	4	0	5	1	-1.2	-1	-3	4
CN(Cc1cn(Cc2ccc(C(F)(F)F)cc2)nn1)C1CN(Cc2cn(Cc3ccc(C(F)(F)F)cc3)nn2)S(=O)(=O)C1 (stereo not drawn)	21	-11	14	29*	5	.	.	.	-15
O=C(COC(=O)Cc1n[nH]c(=O)c2ccccc12)Nc1ncc(Cl)cc1Cl	-12	0	2	7	-3	1.1	-1	2	-8
COc1ccc(C2CC(c3ccccc3)=NN2C(=O)COC(=O)c2cccc(S(=O)(=O)N3CCOCC3)c2)cc1 (stereo not drawn)	-5	5	1	5	0	6.2	-1	-7	1
O=[N+]([O-])c1ccc(Cc2ccccn2)c([N+](=O)[O-])c1	-6	-12	1	-1	-2	-1.0	1	-6	6
CCN(CCNC(=O)Cn1c(=O)sc2ccccc21)c1ccccc1	0	-2	3	1	0	-1.0	1	-3	-6
O=C1C=CC(=Nc2ccc3c(c2)Cc2cc(F)ccc2-3)O1	11	3	2	-1	-8	-0.2	1	8	13
Cc1ccc(CN2C(=O)CC(Nc3ccc(N4CCOCC4)cc3)C2=O)cc1 (stereo not drawn)	5	-5	1	-4	6	2.6	3	9	8
COc1ccc(NS(=O)(=O)c2ccc(-n3cnnn3)cc2)cc1OC	-24	3	11	22	-4	-0.9	1	-6	-12
O=C(NCc1ccc2c3c(cccc13)C(=O)N2)c1cccs1	8	2	3	5	-2	1.6	7	-12	0
Nc1nc(=S)c2ncn(C3CCCC3)c2[nH]1	-1	0	1	14	-2	0.9	5	1	-6
O=C(Nc1ccc2c(c1)OCCO2)c1cccc(S(=O)(=O)N2CCCCC2)c1	-5	-7	3	1	-2	-0.7	-8	2	-6
COc1ccc(C(=O)N2CCC(C(=O)Nc3ccccc3C)CC2)cc1OC	-17	11	1	4	3	3.1	2	-3	1
O=C(Nc1cnn(Cc2ccc(Cl)cc2)c1)c1cnccn1	-13	-5	1	-2	-2	-4.8	1	16	1
CC(=O)c1c(C)oc2ccc(N(C(C)=O)S(=O)(=O)c3ccc(Br)cc3)cc12	-9	-2	5	3	-4	0.2	7	-4	-5
O=C(NCc1ccc(N2CCCC2=O)cc1)NC1CCCCC1	6	-2	0	-3	-4	4.6	-1	-21	-1
O=c1cc(CSc2nnnn2-c2ccccc2)nc(Nc2ccc(F)cc2)[nH]1	7	-9	3	10	2	-1.8	0	4	-7
COc1ccc(-c2nnc(SCC(=O)N(Cc3ccccc3)C(C)(C)C)o2)cc1OC	0	3	2	-5	4	1.0	8	-2	4
Cc1noc(C)c1COc1ccccc1C(=O)N1CCN(S(=O)(=O)c2cccc(Cl)c2)CC1	9	-2	5	5	-4	0.8	2	-5	0

Pulled one by one from the entries so far, three records:
SMILES	M4 antag	CHRM4 PAM	CHRM4 agonist	CHRM5 antagonist	M5 ag	CRFR2-BP ag	CHRM1 PAM	CRFR2-BP antag	CHRM5 PAM
O=c1cc(CSc2nnnn2-c2ccccc2)nc(Nc2ccc(F)cc2)[nH]1	7	-9	3	10	2	-1.8	0	4	-7
COc1cc(OC)c(NC(=O)c2ccccc2F)cc1Cl	-7	3	1	-7	-3	1.5	6	3	2
COCCN(CCOC)Cc1cc(=O)oc2cc(C)cc(C)c12	-14	6	0	1	3	.	8	.	3

(more compounds)
SMILES	M4 antag	CHRM4 PAM	CHRM4 agonist	CHRM5 antagonist	M5 ag	CRFR2-BP ag	CHRM1 PAM	CRFR2-BP antag	CHRM5 PAM
CCc1c(C)c2cc(Cl)c(O)c(CN3CCCC3)c2oc1=O	-10	-8	0	4	-8	-1.5	18	3	-3
Cc1ccc(N(CCCCN2C(=O)c3ccccc3C2=O)C(=O)c2ccc(Cl)s2)cc1	23	12	0	10	0	-0.5	1	14	-7
Cc1ccc(C)c(N2CCN(C(=O)c3ccc4nc(N5CCOCC5)sc4c3)CC2)c1	4	3	3	21	-2	-0.2	6	-3	-4
O=C(NC1CCCCCC1)c1cc(S(=O)(=O)N2CCC3(CC2)OCCO3)ccc1F	6	7	6	7	5	-2.4	8	-17	-7
N#CCOc1ccccc1P(=O)(c1ccccc1)c1ccccc1	2	2	0	13	0	-0.1	9	0	-1
CC(C)C[C@@H]1COc2cccc(N3CCC[C@@H]3CO)c2S(=O)(=O)N1	-5	1	11	7	6	.	.	.	-4
Cc1noc(C)c1COc1ccc(C(=O)N2CCN(c3ccccn3)CC2)cc1	3	2	4	1	0	-1.5	8	2	0

Taken from above.
N#CCOc1ccccc1P(=O)(c1ccccc1)c1ccccc1 in M4 antag has 2
Cc1ccc(C)c(N2CCN(C(=O)c3ccc4nc(N5CCOCC5)sc4c3)CC2)c1 in CRFR2-BP ag has -0.2
Cc1noc(C)c1COc1ccc(C(=O)N2CCN(c3ccccn3)CC2)cc1 in CHRM5 PAM has 0
Cc1ccc(N(CCCCN2C(=O)c3ccccc3C2=O)C(=O)c2ccc(Cl)s2)cc1 in CRFR2-BP ag has -0.5

Screening data: PubChem, several laboratories

Rows are unselected. Share with any hit: about 2.6%.
